# NCOA3 inh: SRC3 coactivator transcriptional activity inhibitors, primary screen, cell-based, luminescence. Nuclear receptor coactivator 3 (Homo sapiens), Q9Y6Q9. HEK293 GAL4-SRC3 luciferase reporter. inhibition, % at 3.6 µM. 360,000 compounds, 0.17% hits;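 active means inhibition above a per-campaign cutoff, the mean of all compounds plus 3 SD, cut at about 60% in these data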;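 further: 0% = DMSO-treated cells and 100% = gossypol-treated cells at 36 µM; higher means less SRC3-driven luciferase light from the GAL4 reporter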
# MC4R ag barr: MC4R agonists recruiting beta-arrestin, primary screen, cell-based, luminescence, agonist arm of biased-ligand search; U2OS MC4R beta-arrestin complementation; percent of melanotan II response, DMSO zero; activation, % at 8.9 µM; 360,000 compounds, 0.98% hits; AID 540308, 2011;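 active means activation above a per-plate cutoff, the mean activation of sample wells on that plate plus 3 SD, cut at about 8% in these data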
# TLR9-MyD88 inh: inhibitors of TLR9-MyD88 association in cells, primary screen, cell-based, CHO, BLA complementation, fluorescence; Toll-like receptor 9 (Homo sapiens) + Myeloid differentiation primary response protein …; CCF4 FRET ratio; inhibition, % at 4.98 µM; 340,000 compounds, 0.21% hits;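 active means inhibition above the mean over all tested compounds plus 3 SD, cut at about 21% in these data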;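 further: 0% = DMSO only wells and 100% = clavulanate BLA inhibitor control wells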
# NOD2-RIPK2 inh: NOD2-RIPK2 binding disruptors in cells, primary screen, fluorescence, CHO cells, BLA complementation. AID 624267, 2012. Receptor-interacting serine/threonine-protein kinase 2 (Homo sapiens), O43353. 360,000 compounds, 0.38% hits. CCF4 ratio. inhibition, % at 4.98 µM; in the data active means inhibition above about 21%;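 further: 0% = vehicle only and 100% = reference blocker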
# Target sequence (O43353 whole entry, looked up): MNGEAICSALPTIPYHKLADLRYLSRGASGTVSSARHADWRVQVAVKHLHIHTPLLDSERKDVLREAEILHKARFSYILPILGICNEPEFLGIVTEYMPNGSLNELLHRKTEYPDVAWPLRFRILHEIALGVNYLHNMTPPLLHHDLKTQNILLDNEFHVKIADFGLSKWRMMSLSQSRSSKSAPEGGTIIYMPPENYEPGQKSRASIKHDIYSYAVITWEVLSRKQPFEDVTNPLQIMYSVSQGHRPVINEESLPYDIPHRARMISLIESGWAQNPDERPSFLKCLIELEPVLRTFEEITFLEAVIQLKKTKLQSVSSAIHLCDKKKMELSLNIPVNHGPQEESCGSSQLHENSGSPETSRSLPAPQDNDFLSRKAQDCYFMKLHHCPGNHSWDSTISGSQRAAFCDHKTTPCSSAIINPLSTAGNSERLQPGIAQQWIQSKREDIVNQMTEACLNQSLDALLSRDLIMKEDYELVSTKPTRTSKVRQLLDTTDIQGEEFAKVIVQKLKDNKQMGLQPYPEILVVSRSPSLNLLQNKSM
# NR2F2 inh: NR2F2 transcriptional activity inhibitors, primary screen, cell-based, luciferase reporter, HEK293T, luminescence | COUP transcription factor 2 (Homo sapiens), P24468 | HEK293T NGFI-A luciferase reporter | inhibition, % at 8.6 µM | 370,000 compounds, 0.7% hits | AID 686940, 2013;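 active means inhibition above a per-plate cutoff, mean inhibition of test wells between control levels plus 3 SD, cut at about 38% in these data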;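 further: cells cotransfected with COUP-TFII expression vector driving the NGFI-A reporter; 0% = median of COUP-TF2 test wells and 100% = reporter-only cells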
# EBV LMP1 NFkB: EBV LMP1-driven NF-kappaB luciferase reporter inhibitors, primary screen, cell-based, luminescence, single point. LMP1-induced NF-kappaB luciferase reporter cells. inhibition, % at 12.5 µM. 350,000 compounds, 0.69% hits. AID 504558, 2011; in the data active means inhibition above about 41%;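 further: 0% = neutral control wells and 100% = reference inhibitor control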
# NR5A2 inv ag: LRH-1 (NR5A2) inverse agonists, primary screen, cell-based, luminescence, HEK293T, StAR-luciferase reporter. Nuclear receptor subfamily 5 group A member 2 (Homo sapiens), O00482. LRH-1 transfected, 24 h. inhibition, % at 3.6 µM. 360,000 compounds, 0.13% hits;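 active means inhibition above the mean inhibition of all tested compounds plus 3 SD, cut at about 73% in these data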;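 further: 0% = DMSO wells and 100% = reporter-only cells lacking LRH-1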
# Target sequence (O00482 whole entry, looked up): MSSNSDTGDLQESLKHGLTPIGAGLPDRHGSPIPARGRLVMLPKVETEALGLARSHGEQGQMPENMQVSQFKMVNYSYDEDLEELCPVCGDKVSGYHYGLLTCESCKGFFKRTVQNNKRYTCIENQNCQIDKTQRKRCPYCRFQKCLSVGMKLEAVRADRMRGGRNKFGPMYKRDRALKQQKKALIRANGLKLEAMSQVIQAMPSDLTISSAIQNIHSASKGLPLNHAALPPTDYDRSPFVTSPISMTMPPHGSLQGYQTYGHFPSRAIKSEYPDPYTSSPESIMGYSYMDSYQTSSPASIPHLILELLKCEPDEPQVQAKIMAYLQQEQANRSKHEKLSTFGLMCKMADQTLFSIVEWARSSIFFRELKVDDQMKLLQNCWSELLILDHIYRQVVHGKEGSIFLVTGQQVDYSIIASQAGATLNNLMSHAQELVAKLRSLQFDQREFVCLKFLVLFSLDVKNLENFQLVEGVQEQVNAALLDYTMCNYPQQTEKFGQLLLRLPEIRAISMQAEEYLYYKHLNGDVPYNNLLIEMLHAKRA
# NCOA2 inhibitor: inhibition of GAL4-SRC2 driven luciferase reporter, primary screen, SRC2 inhibitor project, cell-based, luminescence; HEK293 GAL4-SRC2 luciferase reporter; inhibition, % at 9 µM; 370,000 compounds, 0.17% hits; Nuclear receptor coactivator 2 (Homo sapiens), Q15596; AID 651957, 2012;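 active means inhibition above the mean inhibition of all tested compounds plus 3 SD, set per campaign, cut at about 52% in these data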;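 further: 0% = DMSO treated cells and 100% = cells given Gossypol at 36 µM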
# MC4R antagonist: MC4R antagonists of cAMP signaling, primary screen, cell-based, TR-FRET, antagonist arm of biased-ligand search; MC4R-expressing cells, MTII-stimulated cAMP, LANCE TR-FRET; inhibition, % at 6.5 µM; 360,000 compounds, 0.48% hits; AID 540295, 2011;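 active means inhibition above its plate's cutoff, the mean of tested wells on that plate plus 3 SD, cut at about 29% in these data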;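 further: 0% = Melanotan II alone and 100% = Melanotan II plus saturating MCL0020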
#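 Material: human MC4R-expressing U2OS cells. Probe or stimulus: Melanotan II challenge. Dosing: 6.5 µM single dose. Times: 30-min compound, 1-h challenge, 1-h detection, room temperature. Technique: TR-FRET with Eu-cAMP and labeled anti-cAMP, 671 nm. Replication: singlicate.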
# SRC1 inh: SRC1 coactivator transcriptional activity inhibitors, primary screen, cell-based, luminescence; Nuclear receptor coactivator 1 (Homo sapiens), Q15788; HEK293 GAL4-SRC1 luciferase reporter; inhibition, % at 3.6 µM; 360,000 compounds, 0.12% hits; AID 588354, 2011;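 active means inhibition above the campaign mean plus 3 SD, with each screening campaign given its own cutoff, cut at about 60% in these data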;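 further: 0% = DMSO treated cells and 100% = gossypol at 36 µM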
# ABHD5 PLIN5 PPI: ABHD5-PLIN5 interaction inhibitors, primary screen, cell lysate, split luciferase complementation, luminescence; Split G. princeps luciferase complementation, 4 h; Perilipin-5 (Homo sapiens) + 1-acylglycerol-3-phosphate O-acyltransferase ABHD5 (Homo …; inhibition, % at 4 µM; 360,000 compounds, 0.78% hits;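 active means inhibition above the mean inhibition across every tested compound plus 3 SD, cut at about 22% in these data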;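 further: 0% = DMSO only wells and the 100% control is not disclosed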
# * = called active by the depositor; . = not tested or not shown.
No.	MC4R ag barr	TLR9-MyD88 inh	NR2F2 inh	NCOA3 inh	SRC1 inh	NOD2-RIPK2 inh	ABHD5 PLIN5 PPI	MC4R antagonist	NCOA2 inhibitor	NR5A2 inv ag	EBV LMP1 NFkB	SMILES
1	-0.8	-10	6	-7	-6	1	-2	19	-18	-11	0	COC1CCCCC1NS(=O)(=O)c1ccccc1 (configuration not stated)
2	3.0	-17	11	5	11	3	0	-13	7	10	-14	CCCN(CCC)Cc1c(C(=O)OCC)nnn1-c1nonc1N
3	0.4	-4	-8	-26	-20	-3	3	-3	11	0	-7	O=C(NCCCCc1ccccc1)C1CCCC1
4	-1.0	6	5	0	-20	5	-2	-12	8	-4	1	Cc1ccc(C)c(OCCC(=O)OCC(=O)NCc2ccc(F)cc2)c1
5	-0.7	14	-16	14	-14	-9	2	15	-48	7	-9	Cc1nc(C(C)N(C)Cc2nc(Cc3ccccc3F)no2)c(C)s1 (configuration not stated)
6	0.6	.	-7	-19	10	3	1	6	-25	-23	.	CC(=O)N1CCCC(C)(C(=O)Nc2ccc3oc(C)nc3c2)C1 (configuration not stated)
7	1.1	-9	11	-9	4	-8	3	7	6	-12	11	CCOC(=O)N1CCN(Cc2nc(-c3ccc(Cl)cc3)no2)CC1
8	-2.8	5	3	14	-39	-11	1	-1	32	0	2	COc1ccccc1NS(=O)(=O)c1ccc(NC(=O)N2CCCCC2)cc1
9	-1.1	-8	1	1	-31	-2	6	7	-3	-6	17	Cc1sc(NC(=O)c2c(F)cccc2F)nc1-c1ccccc1
10	1.3	1	-20	-25	-28	-10	-1	3	-27	-47	-2	COc1cccc(NC(=O)Nc2cc(C)on2)c1
11	-1.1	6	9	1	18	-12	2	0	15	8	-6	COc1ccc(CCNC(=O)Cn2c(=O)n(CC3CCCO3)c(=O)c3ccccc32)cc1OC (configuration not stated)
12	4.1	-9	5	8	-6	-16	0	12	1	-10	1	Cc1c(N2CCCC2)cc2c(c1N)C(C)(C)CC2(C)C
13	2.2	-3	-11	-1	1	4	-4	-7	-7	-4	-9	COc1ccc(C(=O)O/N=C(\N)Cc2ccc(Cl)cc2)cc1OC
14	-1.5	6	-9	9	-8	-9	-2	3	-20	-7	-1	Cc1cc(OCCOc2cccc3cccnc23)c(C)cc1Cl
15	-1.3	1	0	-17	-22	-4	0	-6	2	-2	-3	OCCN1CCN(C(=S)NCCc2ccccc2)CC1
16	-3.1	8	15	-3	8	9	9	1	-1	-1	4	CCn1ncc(CN2CCC(C(=O)Nc3cccc(-c4cccc(F)c4)c3)CC2)c1C
17	1.1	-1	41*	20	6	7	-12	11	40	5	6	O=C(O)CCCCCCCCCCC1CCC(O)C1O (configuration not stated)
18	-0.8	-10	-2	2	-3	2	1	7	-20	21	-2	CON(C)C(=O)CC(CNC(=O)OC(C)(C)C)c1ccc(Cl)cc1 (configuration not stated)
19	-1.4	10	8	-6	-5	11	-2	3	-11	-2	0	O=C(OCC(=O)N1CCCc2ccccc21)C1CCN(S(=O)(=O)c2cccs2)CC1
20	-1.6	3	2	2	-2	-9	-4	4	-52	13	-11	COc1ccc(C(CNC(=O)c2cccc(S(=O)(=O)Nc3ccc(F)cc3)c2)N2CCCC2)cc1 (configuration not stated)
21	0.7	0	-5	3	-2	-4	-1	3	-12	14	5	Cc1cc(C)cc(NC2=NCC(=O)N2Cc2ccccc2)c1
22	-0.4	-10	-8	0	-22	-4	-8	14	0	-11	-2	O=C(COc1ccc2c(c1)oc(=O)c1ccccc12)NCC1CCC(C(=O)O)CC1 (configuration not stated)
23	0.2	-2	8	-8	12	2	0	-6	0	9	-5	COc1ccc(/C=C/C(=O)O)cc1S(=O)(=O)NCC1CCCO1 (configuration not stated)
24	0.0	-2	-23	15	-6	-23	-3	4	-26	4	-14	CSc1ccc(S(=O)(=O)N2CCC(C(=O)NCc3ccncc3)CC2)cc1
25	.	.	9	-17	-13	-4	4	.	-10	-19	.	COc1ccccc1Cc1c(-c2ccc(C#N)cc2)nc2c3ccccc3ccn12

# Retrieved by structure from the entries so far, three records:
No.	MC4R ag barr	TLR9-MyD88 inh	NR2F2 inh	NCOA3 inh	SRC1 inh	NOD2-RIPK2 inh	ABHD5 PLIN5 PPI	MC4R antagonist	NCOA2 inhibitor	NR5A2 inv ag	EBV LMP1 NFkB	SMILES
3	0.4	-4	-8	-26	-20	-3	3	-3	11	0	-7	O=C(NCCCCc1ccccc1)C1CCCC1
8	-2.8	5	3	14	-39	-11	1	-1	32	0	2	COc1ccccc1NS(=O)(=O)c1ccc(NC(=O)N2CCCCC2)cc1
16	-3.1	8	15	-3	8	9	9	1	-1	-1	4	CCn1ncc(CN2CCC(C(=O)Nc3cccc(-c4cccc(F)c4)c3)CC2)c1C

# 2 of the compounds above, with tabs.
No.	Molecule	MC4R ag barr	TLR9-MyD88 inh	NR2F2 inh	NCOA3 inh	SRC1 inh	NOD2-RIPK2 inh	ABHD5 PLIN5 PPI	MC4R antagonist	NCOA2 inhibitor	NR5A2 inv ag	EBV LMP1 NFkB
16	CCn1ncc(CN2CCC(C(=O)Nc3cccc(-c4cccc(F)c4)c3)CC2)c1C	-3.1	8	15	-3	8	9	9	1	-1	-1	4
17	O=C(O)CCCCCCCCCCC1CCC(O)C1O (configuration not stated)	1.1	-1	41*	20	6	7	-12	11	40	5	6

# Some of these compounds in order of their number in NR5A2 inv ag, lowest first.
No.	MC4R ag barr	TLR9-MyD88 inh	NR2F2 inh	NCOA3 inh	SRC1 inh	NOD2-RIPK2 inh	ABHD5 PLIN5 PPI	MC4R antagonist	NCOA2 inhibitor	NR5A2 inv ag	EBV LMP1 NFkB	SMILES
7	1.1	-9	11	-9	4	-8	3	7	6	-12	11	CCOC(=O)N1CCN(Cc2nc(-c3ccc(Cl)cc3)no2)CC1
1	-0.8	-10	6	-7	-6	1	-2	19	-18	-11	0	COC1CCCCC1NS(=O)(=O)c1ccccc1 (configuration not stated)
12	4.1	-9	5	8	-6	-16	0	12	1	-10	1	Cc1c(N2CCCC2)cc2c(c1N)C(C)(C)CC2(C)C
18	-0.8	-10	-2	2	-3	2	1	7	-20	21	-2	CON(C)C(=O)CC(CNC(=O)OC(C)(C)C)c1ccc(Cl)cc1 (configuration not stated)

# (more compounds)
No.	MC4R ag barr	TLR9-MyD88 inh	NR2F2 inh	NCOA3 inh	SRC1 inh	NOD2-RIPK2 inh	ABHD5 PLIN5 PPI	MC4R antagonist	NCOA2 inhibitor	NR5A2 inv ag	EBV LMP1 NFkB	SMILES
26	0.1	5	-5	-7	-26	1	-3	6	-26	-30	-16	Cc1ccc(NC(=O)Nc2ccccc2C(=O)NCc2ccccc2)cc1
27	2.4	1	-6	12	8	-16	-2	5	29	20	9	CC(C)OC(=O)NC(c1ccccc1)C(Cl)(Cl)Cl (configuration not stated)
28	-0.1	9	7	-19	-9	-4	0	2	20	26	6	COc1ccc(CN2C(=O)C(CC(=O)NCCCN(C)C)CC(C(=O)N(C)C)=C2C)cc1 (configuration not stated)
29	0.4	-4	-13	2	-10	-3	-2	3	-5	-11	8	COc1cc2c(cc1OC)C(/C=C/c1ccco1)=NCC2
30	0.3	-4	12	-50	-50	2	6	6	14	-78	-11	CC(C)NC(=O)c1ccc(COc2ccc(C(C)(C)C)cc2)o1
31	0.3	-5	-21	-3	-8	-9	-1	-1	-20	1	0	CC(C)CCNC(=O)CCCn1c(=O)[nH]c2ccc(Br)cc2c1=O
32	-2.0	5	13	-20	1	-3	-6	0	-6	6	-3	COc1cc(NC(=O)c2ccccc2)c(OC)cc1NC(=O)Cc1ccccc1
33	0.1	0	-16	-109	-77	-2	-4	-5	-81	-122	-16	[O-][n+]1c(/C=C/c2ccccc2)ccc2ccccc21
34	-1.4	0	-20	4	-9	7	-4	20	-7	-2	-4	Cc1cnc(NC(=O)c2c(Cl)cnn2C)s1
35	0.7	-1	9	-11	-8	-10	13	7	12	-4	3	CC(C)=CC(=O)Nc1ccccc1C(N)=O
36	-0.5	-1	4	20	-4	-10	-3	3	-18	2	-9	COc1ccc(/C=C/C(=O)OCC(=O)N2CCCCCC2)c(OC)c1
37	-0.2	-9	17	13	-47	-10	-3	0	-8	10	-9	CCc1ccccc1NC(=O)Cc1cn(C)c2ccccc12
38	-1.8	-6	6	7	-10	5	5	-4	8	15	1	CC(C)N(C(=O)CSc1nnc(Cc2csc(Nc3ccccc3)n2)o1)C(C)C
39	0.7	-3	2	14	-2	-7	-1	2	16	17	-1	O=S(=O)(NCC1CCCO1)c1ccc(Cl)nc1 (configuration not stated)
40	-2.2	-4	-40	-49	-44	-4	53*	12	-17	-38	-27	O=C(/C=C/c1ccccc1)c1ccc2ccccc2c1
41	4.3	4	8	-22	-1	2	-2	-2	-11	9	12	COc1ccc(C(=O)C2CCCN(Cc3c(F)ccc(F)c3F)C2)c(OC)c1 (configuration not stated)
42	-1.6	3	15	-12	0	-1	3	3	9	-10	-12	Cc1ccccc1NC(=O)CN1C(=O)S/C(=C\c2ccc(-c3cccc(C(=O)O)c3C)o2)C1=O
43	-0.1	-8	3	6	-6	-3	-2	12	9	-22	7	COc1ccc(S(=O)(=O)N2CCC(C(=O)NCCC(=O)NCCc3cccc(F)c3)CC2)cc1
44	-1.5	-9	-18	8	9	0	-8	17	-18	-9	-10	CCCOc1ccccc1C(=O)N(Cc1cccc(Br)c1)C1CCS(=O)(=O)C1 (configuration not stated)
45	-1.1	0	-16	10	8	-11	-4	12	-11	6	0	Cc1ccc2c(ccc(=S)n2C)c1
46	-2.1	1	11	-12	-3	-12	5	6	5	8	-3	Cc1ccc(CN2CC(C(=O)N3CCN(S(=O)(=O)c4ccccc4)CC3)CC2=O)cc1 (configuration not stated)
47	1.4	-1	-26	-89	-65	3	6	8	-19	-113	-22	CNC(=O)c1c(Br)cnn1-c1ccc(C)cc1
48	-0.3	10	2	-1	-1	1	5	6	-7	8	0	CCOC(=O)C1CCN(C(=O)N2CCOCC2)CC1
49	-1.9	-2	2	4	-10	-11	-5	11	6	-7	-12	CC(=O)N1CCC(N2CCN(Cc3ccc(C)cc3)C(CCO)C2)CC1 (configuration not stated)

# Screening results (PubChem BioAssay)

# Only part of the results is shown; the hit share may differ from the screen's.
